TDP1 block = TDP1 (human) enzyme inhibition | Q9NUW8 | recombinant TDP1, AlphaScreen DNA substrate cleavage | Potency, µM (highest dose often 130 µM), inactives show at the top dose activity change, negative = inhibition, actives largely listed as inhibitors | hit rate 0.28% among 350,000; also: nearly all actives have a fitted effect of over 40% in size
Target sequence (Q9NUW8 whole entry, looked up): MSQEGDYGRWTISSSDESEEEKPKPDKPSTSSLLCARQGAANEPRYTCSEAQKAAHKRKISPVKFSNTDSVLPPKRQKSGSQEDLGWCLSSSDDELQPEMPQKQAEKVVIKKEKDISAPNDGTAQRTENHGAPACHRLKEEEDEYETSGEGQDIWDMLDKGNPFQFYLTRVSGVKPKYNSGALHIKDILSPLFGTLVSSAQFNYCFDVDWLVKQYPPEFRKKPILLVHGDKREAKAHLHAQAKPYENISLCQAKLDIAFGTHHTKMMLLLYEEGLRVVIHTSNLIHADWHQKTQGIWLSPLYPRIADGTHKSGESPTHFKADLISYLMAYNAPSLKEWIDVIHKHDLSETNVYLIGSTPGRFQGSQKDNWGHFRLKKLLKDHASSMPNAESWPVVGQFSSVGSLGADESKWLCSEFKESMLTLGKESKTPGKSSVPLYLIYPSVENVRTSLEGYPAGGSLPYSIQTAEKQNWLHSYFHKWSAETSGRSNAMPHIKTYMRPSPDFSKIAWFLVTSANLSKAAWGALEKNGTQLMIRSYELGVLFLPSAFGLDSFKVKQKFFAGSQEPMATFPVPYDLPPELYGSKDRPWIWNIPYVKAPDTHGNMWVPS
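Enzyme-compound mixtures sat 15 min at room temperature, followed by a 5 min reaction with 15 nM final substrate and 10 min with AlphaScreen beads. Recombinant human Tdp1 was used at 1 nM final.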
DT40 TDP1 CPT = growth inhibition of DT40 Tdp1-/-;hTDP1 cells with camptothecin (screen for TDP1 inhibitors); chicken DT40 Tdp1-/-;hTDP1 cells + 20 nM CPT, ATP luminescence, 48 h; Potency, µM (highest dose often 46.2 µM), for inactives: at the highest dose activity change, negative = growth inhibition, most hits filed as inhibitors; hit rate 12% among 420,000; AID 686979; also: nearly all actives have a fitted effect of over 55% in size
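Cell growth measured by CellTiter-Glo luminescence after a minimum 48 h, 37 C compound exposure with 20 nM CPT in Tdp1-knockout DT40 cells stably expressing hTDP1, seeded 400/well; qHTS titration format.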
DT40 TDP1 no CPT = qHTS for Inhibitors of human tyrosyl-DNA phosphodiesterase 1 (TDP1): qHTS in cells in absence of CPT | DT40 Tdp1-/- hTDP1 cells, no CPT, ATP luminescence, 48 h | Potency, µM (doses to about 46.2 µM), for inactives: at the top dose activity change, negative = growth inhibition, most hits filed as inhibitors | hit rate 15% among 420,000 | AID 686978, 2013; also: nearly all actives have a fitted effect of over 55% in size
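Readout: luminescence from CellTiter-Glo after 30 min in the dark at RT. Cells: DT40 Tdp1-/- with stable hTDP1, 400/well. Exposure: compounds alone, ≥48 hr, 37 °C.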
* hit, by the source's call; ? = inconclusive; · = no result given; & = joins results of further samples; [ ] = dose if it differs, or a comment. Calls follow the shape of the dose curve; as a rule, active = well fitted curve in the direction sought with a large enough effect; inconclusive = small, poorly fitted or top-dose-only effect, or another doubt; inactive = no such curve, though single readings can be large; an effect the other way counts as inactive or inconclusive. % is scaled to controls: 0 for no effect and ±100 for the full control effect; potency is read from the fitted curve at half-maximal effect.

SMILES	TDP1 block	DT40 TDP1 CPT	DT40 TDP1 no CPT
COc1ccc(OC)c(NC(=O)CN(C)S(=O)(=O)c2ccc(Cl)cc2)c1	0%	-8%	-30%
Cc1cc2c(c(=O)n1Cc1cccnc1)C(c1ccc(F)cc1)C(C#N)=C(N)O2 (stereo not given)	2%	-15%	?
COCCNc1nc(Nc2ccc(C)cc2C)c2sccc2n1	·	1.8µM*	1.5µM*
COc1ccc(S(=O)(=O)N(C)C)cc1NCC(=O)Nc1cccc2ccccc12	·	-20%	-21%
COC(=O)c1ccc(NC(=O)c2c(-c3ccccc3)c(-c3ccccc3)nn(C)c2=O)cc1	7%	-10%	-28%
CCCCCN(C(=O)CCC(=O)OCC(=O)c1ccc(C(C)CC)cc1)c1c(N)n(CCCC)c(=O)[nH]c1=O (stereo not given)	0%	?	?
CS(=O)(=O)c1ccc(C(=O)OCC(=O)NC(=O)C2CCCCC2)cc1[N+](=O)[O-]	9%	9.2µM*	?
Cc1ccc(C(=O)OCC(=O)Nc2ncc(C(F)(F)F)cc2Cl)cc1NC(=O)c1ccco1	-1%	-23%	0%
Cc1sc2ncnc(Oc3ccc(-n4ccnc4)cc3)c2c1C	5%	?	?
CCc1ccc(CN(C)C(=O)CCc2nc3ccccc3n(-c3ccc(OC)cc3)c2=O)cc1	6%	16µM*	21µM*
O=C(c1ccc(F)cc1)N1CCC(c2ccccc2)C1 (stereo not given)	4%	1%	-23%
Cc1ccc(-c2cc(C(=O)O)c3ccccc3n2)c(C)c1	0%	-22%	-5%
COC(=O)COc1ccc(S(=O)(=O)NCc2cccnc2)cc1	4%	0%	-9%
COc1ccccc1C(=O)NC(=Nc1nc2ccccc2o1)NC(=O)c1ccccc1OC	9%	-27%	?
COc1ccc(-c2noc(N3CCC(C(=O)Nc4ccccc4Cl)CC3)n2)cc1	·	?	?
O=C1C=C(Nc2ccc(O)cc2)C(=O)c2ccccc21	?	15µM*	13µM*
CCCCn1cnc2c(SCc3ccccc3)nc(N)nc21	·	?	?
CCOC(=O)C1=C(CSc2nccn2C)NC(=O)NC1c1cc(C)ccc1C (stereo not given)	4%	-8%	-13%
CCOc1ccccc1C1C(C(=O)Nc2ccccc2)=C(C)Nc2c(C(=O)Nc3ccc(F)cc3)cnn21 (stereo not given)	6%	?	?
CN(C)S(=O)(=O)c1ccc2[nH]cc(/C=C/c3nc4ccccc4c(=O)n3-c3ccccc3)c2c1	0%	5.8µM*	5.2µM*
CC(NC(=O)c1cccc(C(F)(F)F)c1)C(c1ccccc1)N1CCOCC1 (stereo not given)	1%	-4%	?
Cc1ccc2c(c1)NC(=O)C(CC(=O)NCCN(CC(C)C)CC(C)C)O2 (stereo not given)	5%	15%	-9%
COc1ccc(C(CC(=O)NCc2ccccc2)Sc2n[nH]c(-c3ccc(Cl)cc3)n2)cc1 (stereo not given)	0%	?	?
CC[C@]12c3[nH]c4ccc(OC)cc4c3CCN1C(=O)C(CC(=O)NCCCOC)C[C@@H]2C(=O)N1CCN(C(=O)c2ccco2)CC1 (stereo not given in full)	1%[56.1 µM]	10%	1%
COc1ccc(-c2cn(-c3ccc(Cl)cc3)c3[n+]2CCCCC3)cc1	8%	2.3µM*	2.6µM*
O=C(c1cccs1)N1CCCN(c2ncnc3scc(-c4ccccc4)c23)CC1	6%	?	?
CS(=O)(=O)c1ccc2nc(NC(=O)CN3CCCCCC3)sc2c1	2%	-9%	-5%
CC(C)Oc1cc(F)ccc1-c1cc(C(=O)NCc2cccnc2)[nH]n1	·	7%	?
Cc1ccc(SC[C@H](C)CN2CC[C@H](O)CCC2=O)cc1	·	-14%	-4%
COC(=O)c1cc(Br)c(=O)n(-c2cc(C)on2)c1	-6%	-5%	-9%
O=C(/C=C/c1ccc(Cl)cc1Cl)N1CCN(c2ccc([N+](=O)[O-])c(N3CCOCC3)c2)CC1	3%	?	23µM*
Cc1cc(C)cc(OCCn2nnc3ccccc32)c1	-6%	-27%	-22%
CSc1nc2nccc(-c3ccc4c(c3)OCO4)n2n1	9%	3%	?
COc1cc2cc(C(=O)N/N=C/c3ccc(F)cc3)[nH]c2cc1OC	·	-27%	-18%
O=C(Cc1ccccc1F)Nc1cc(S(=O)(=O)N2CCCC2)ccc1Cl	1%	-6%	17%
CN(C)c1ncnc2ccc(-c3ccccc3C(F)(F)F)cc12	·	?	?
CCOc1ccc(-n2ccnc2SCC(=O)Nc2cc(C)ccc2C)cc1	2%	?	?
CCc1ccc(-n2c(Cc3ccccc3)n[nH]c2=S)cc1	0%	?	?
N#Cc1ccsc1NC(=O)CCS(=O)(=O)c1ccccc1	2%	?	?
OCCN1CCN(C(=S)c2ccc(Cl)cc2)CC1	-1%	3%	-6%
CC(C)(O)c1[nH]c2ccc(C#N)cc2c1C(C)(C)O	·	6%	-22%
COc1ccc(O)c(-c2nc(N)nc(N)n2)c1	0%	16µM*	18µM*
CCC(=O)N1CCCc2cc(S(=O)(=O)N3CCN(c4ccccn4)CC3)ccc21	2%	?	21µM*
Cc1ccc(-n2c(-c3ccco3)nc3nc4ccccc4nc32)cc1F	2%	-27%	-18%
CCCCc1c(-c2ccc(Br)cc2)ncn1CCc1ccccc1OC	·	1.3µM*	1.3µM*
O=C1S/C(=C\c2cccs2)C(=O)N1c1ccc(O)cc1	·	-25%	-20%
COC(=O)[C@]1(C)N[C@H](CN(C)S(=O)(=O)c2ccc(OC(F)(F)F)cc2)[C@@H]2C(=O)N(Cc3ccccc3)C(=O)[C@@H]21	-1%	-7%	-16%
CC(=O)c1cccc(OCc2cc(C(=O)N(C)C(C)c3ccccn3)no2)c1 (stereo not given)	2%	?	?
O=C(Nc1ccc(NC(=O)C2CC2)nc1)c1ccccn1	5%	?	?
C=C(C)C1CC[C@]2(CO)CC[C@@]3(C)[C@H](CCC4[C@@]5(C)CCC(O)C(C)(C)C5CC[C@@]43C)C12 (stereo not given in full)	3%[56.1 µM]	-5%	-19%
Cc1ccccc1OCC(=O)Nc1cccc(C(=O)O)c1	3%	5%	5%
CCN(C(=O)COC(=O)C(c1ccccc1)c1ccccc1)c1c(N)n(Cc2ccccc2)c(=O)[nH]c1=O	·	?	?
COC(=O)c1sccc1NC(=O)CN1CCN(c2ccc(F)cc2)CC1	7%	?	?
COc1cccc(C(=O)COC(=O)CCC(=O)c2ccccc2)c1	-3%	20%	-20%
CCCOc1ccccc1-n1sc2c(c1=S)-c1cc(OC)cc3c1N(C(=O)C3=O)C2(C)C	12%	16µM*	16µM*
CN(C)CCN1C(=O)C(=O)/C(=C(/O)c2ccc(S(=O)(=O)N3CCOCC3)cc2)C1c1ccc(F)cc1 (stereo not given)	3%	14%	-1%
CCOc1cccc(N2C(=O)CC(N(CCc3ccc(OC)c(OC)c3)C(=O)CC)C2=O)c1 (stereo not given)	-1%&0%	-4%	-19%
COc1ccccc1NC(=O)c1c(-c2ccc(C)cc2)nnc2ccccc12	5%	18µM*	?
C(=C\c1ccnc2ccccc12)/c1ccc(N2CCN(c3ccc(/C=C/c4ccnc5ccccc45)cc3)CC2)cc1	·	5µM*	6.3µM*
CCn1nc(C)c(CNC(=O)CC2C(=O)NCCN2CC(C)(C)C)c1C (stereo not given)	2%	1%	24%

A different layout for some results above:
Value order: TDP1 block | DT40 TDP1 CPT | DT40 TDP1 no CPT
- CCCCc1c(-c2ccc(Br)cc2)ncn1CCc1ccccc1OC
→ · | 1.3µM* | 1.3µM*
- O=C1S/C(=C\c2cccs2)C(=O)N1c1ccc(O)cc1
→ · | -25% | -20%
- COC(=O)[C@]1(C)N[C@H](CN(C)S(=O)(=O)c2ccc(OC(F)(F)F)cc2)[C@@H]2C(=O)N(Cc3ccccc3)C(=O)[C@@H]21
→ -1% | -7% | -16%
- CC(=O)c1cccc(OCc2cc(C(=O)N(C)C(C)c3ccccn3)no2)c1 (stereo not given)
→ 2% | ? | ?
- O=C(Nc1ccc(NC(=O)C2CC2)nc1)c1ccccn1
→ 5% | ? | ?
- C=C(C)C1CC[C@]2(CO)CC[C@@]3(C)[C@H](CCC4[C@@]5(C)CCC(O)C(C)(C)C5CC[C@@]43C)C12 (stereo not given in full)
→ 3%[56.1 µM] | -5% | -19%
- Cc1ccccc1OCC(=O)Nc1cccc(C(=O)O)c1
→ 3% | 5% | 5%
- CCN(C(=O)COC(=O)C(c1ccccc1)c1ccccc1)c1c(N)n(Cc2ccccc2)c(=O)[nH]c1=O
→ · | ? | ?
- COC(=O)c1sccc1NC(=O)CN1CCN(c2ccc(F)cc2)CC1
→ 7% | ? | ?
- COc1cccc(C(=O)COC(=O)CCC(=O)c2ccccc2)c1
→ -3% | 20% | -20%
- CCCOc1ccccc1-n1sc2c(c1=S)-c1cc(OC)cc3c1N(C(=O)C3=O)C2(C)C
→ 12% | 16µM* | 16µM*
- CN(C)CCN1C(=O)C(=O)/C(=C(/O)c2ccc(S(=O)(=O)N3CCOCC3)cc2)C1c1ccc(F)cc1 (stereo not given)
→ 3% | 14% | -1%
- CCOc1cccc(N2C(=O)CC(N(CCc3ccc(OC)c(OC)c3)C(=O)CC)C2=O)c1 (stereo not given)
→ -1%&0% | -4% | -19%

The list continues:
SMILES	TDP1 block	DT40 TDP1 CPT	DT40 TDP1 no CPT
COc1ccc(C(=O)OCC(=O)Nc2cc(C)c(C)cc2[N+](=O)[O-])cc1	-6%	-20%	-12%
COc1ccc(-c2noc(CSc3nnc(C)n3-c3ccc(C)c(C)c3)n2)c(OC)c1	2%	?	18µM*
COc1ccc(-c2[nH]ncc2/C=N/NC(=O)c2cc(Br)ccc2O)c(OC)c1	0%	?	?
Cc1ccc(Cl)cc1N1CCN(Cc2nc3c(c(=O)[nH]c(=O)n3C)n2CCc2ccccc2)CC1	3%	16µM*	?
Cc1ccc(CN(Cc2ccco2)C(=O)c2ccccc2Br)o1	5%	12µM*	15µM*
COc1ccc(C(C(=O)Nc2ccc(F)cc2)N(C(=O)Cn2nnc3ccccc32)C2CC2)cc1 (stereo not given)	2%	-25%	?
COc1ccn(C2CCCCO2)c(=O)n1 (stereo not given)	·	-13%	2%
O=C(CSc1ccccc1F)NCC(c1ccco1)N1CCCCC1 (stereo not given)	·	?	?
O=C(CC1COc2ccccc2O1)NCc1ccccc1 (stereo not given)	3%[56.1 µM]	11%	4%
CC(C)C(c1nnnn1C1CCCCC1)N1CCc2ccccc21 (stereo not given)	5%	?	?
CN(C)c1ccc(-c2csc(C(C)(O)c3ccc(F)c(F)c3)n2)cc1 (stereo not given)	·	?	?
O=c1ccc2c(ccc3ncccc32)o1	·	-17%	12µM*
COc1ccc(C(=O)Nc2nc3c(s2)CCc2cc(OC)ccc2-3)cc1	0%	23µM*	26µM*
CSc1ccccc1COC(=O)Nc1ccccc1C	0%	-17%	-29%
COC(=O)c1c(C)[nH]c(O)c1C=Nc1ccc(Oc2ccccc2)cc1	-15%	-24%	?
O=C1CC(c2ccc(F)cc2F)c2cc3c(cc2N1)OCO3 (stereo not given)	-5%	?	-22%
O=C(NCc1ccccc1Cl)c1cc(-c2ccccc2)n[nH]1	3%	?	?
O=c1oc2ccccc2c(Nc2ccc3ncccc3c2)c1[N+](=O)[O-]	0%	-20%	-27%
CCN(CC)c1ncc(C#N)c(N)n1	1%	25%	-4%
CS(=O)(=O)c1ccc(Cl)c(NC(=O)COC(=O)CCN2C(=O)C3CC=CCC3C2=O)c1 (stereo not given)	·	-3%	1%
O=C(CCc1ccccc1)NNC(=O)c1cccc(F)c1	4%	16%	-8%
c1ccc(C2=NCCCO2)cc1	·	2%	-22%
O=C(Cc1ccccc1F)Nc1ccc(S(=O)(=O)N2CCCCC2)cc1	1%	-21%	4%
CC(=O)N1c2ccc(S(=O)(=O)N3CCC(C(=O)NCc4ccc(C)cc4)CC3)cc2CC1C (stereo not given)	1%	?	-15%
O=C(NC1CCCN(Cc2ccccc2F)C1)c1cccc(N2CCCC2=O)c1 (stereo not given)	1%	8%	-6%
O=C(NCCc1ccc(Cl)cc1)C1(c2ccccc2)CC1	4%	?	-15%
CCOc1cc(/C=C2/NC(=O)NC2=O)cc([N+](=O)[O-])c1O	-3%	3%	-4%
COC(=O)c1ccc(NC(=O)CSc2ccc(-c3sc(-c4ccccc4)nc3C)nn2)cc1	0%	?	12µM*
CCN(CC)c1ccc(C(=O)Nn2c(C)nc3ccccc3c2=O)cc1	·	-17%	-17%
CCN(CC)CCNC(=O)c1ccc(NS(C)(=O)=O)cc1	·	-9%	-5%
Cn1ncc(Cl)c1C(=O)Nc1sc2c(c1C(N)=O)CCC2	3%	0%	-23%
CSc1ccccc1NC(=O)c1ccccc1N(Cc1ccccc1)S(C)(=O)=O	-1%	-21%	?
O=C(CSc1ncccn1)NC1CCCC1	·	-1%	-3%
CC1CC(C)(C)N(C(=O)NC2CCCCC2)c2ccccc21 (stereo not given)	4%	-28%	?
